MITF TRPM1 inh – inhibitors of MITF-driven TRPM1 promoter in melanoma cells; SK-MEL-5 TRPM1 promoter luciferase, 24 h; inhibition, % at 12.5 µM; actives 0.83% (n = 330,000);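 active means mean inhibition across replicates of 60% or more, whatever share of single replicates reaches that level; inconclusive means some that reach 60%, reason not given; inactive means mean inhibition across replicates below 60%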; further: values of inactives mirror those of a sister screen read the other way
Vif imaging – blocks HIV Vif function | HEK293T cells, Vif self-association by quenched fluorescence, imaging, 24 h | inhibition, % at 7.49 µM | actives 0.35% (n = 340,000) | AID 602346; in the data active means inhibition above about 50%, passing the limit was not always enough; inconclusive means no clear call, values can overlap the other calls; inactive means below about 31%; further: some results filed as inactive read as strong as hits
Peg3 prom inh – Peg3 promoter activity inhibition | inhibition, % at 20 µM | HeLa PEG-Prom luciferase reporter, luminescence, overnight | actives 1.7% (n = 360,000);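 active means inhibition of at least 50% at 20 µM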
NR2E3 ag-1 – NR2E3 (human) agonism | GST-NR2E3/biotin-RetCOR TR-FRET, 1536-well | AID 2300 | inhibition of corepressor binding, % at 4.78 µM | Q9Y5X4 | actives 0.12% (n = 320,000);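 active means percent inhibition above the cutoff of mean plus 3 SD of all tested compounds, set per screening campaign, cut at about 20% in these data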;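 further: 0% = DMSO wells and 100% = biotin wells as full block of FRET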
Target sequence (Q9Y5X4 whole entry, looked up): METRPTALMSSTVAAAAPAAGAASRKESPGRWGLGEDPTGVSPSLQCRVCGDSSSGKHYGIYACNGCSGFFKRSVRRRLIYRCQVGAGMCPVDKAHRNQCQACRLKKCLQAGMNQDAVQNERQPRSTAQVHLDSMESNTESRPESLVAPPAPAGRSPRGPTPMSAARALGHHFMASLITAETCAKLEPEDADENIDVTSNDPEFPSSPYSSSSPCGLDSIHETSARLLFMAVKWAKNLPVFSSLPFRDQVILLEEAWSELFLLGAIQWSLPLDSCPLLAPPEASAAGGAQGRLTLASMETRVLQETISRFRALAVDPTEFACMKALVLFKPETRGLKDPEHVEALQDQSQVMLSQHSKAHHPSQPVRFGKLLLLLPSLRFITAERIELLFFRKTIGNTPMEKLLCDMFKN
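System: GST-tagged NR2E3 plus biotinylated RetCOR corepressor; Buffer or medium: pH 7.5 Tris-based buffer; Probe or stimulus: RetCOR corepressor, biotinylated, 7 nM; Doses: compound at 4.8 µM, single dose; Schedule: 5 h incubation at 4 °C; Technique: time-resolved FRET; Evaluation: percent inhibition of TR-FRET ratio; Replication: one well per compound, singlicate testing.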
Shn3 inh set2 – inhibitors of Schnurri-3 3'UTR reporter in osteoblasts. Clone20 osteoblast Shn3 3'UTR firefly luciferase, 24 h. inhibition, % at 12.5 µM. actives 0.52% (n = 360,000);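 active means mean inhibition of at least 75% with every replicate also reaching 75%; inconclusive means mean inhibition at least 75% but some replicate below; inactive means mean inhibition below 75%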;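 further: 0% = median of neutral control wells and 100% = pilot-screen positive control compound; some compounds past the cut are filed as inactive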
NR2E3 ag-2 – human photoreceptor-specific nuclear receptor agonism; Q9Y5X4; CHO-S Gal4-NCOR/VP16-NR2E3 two-hybrid, luciferase; inhibition of corepressor binding, % at 3.98 µM; actives 0.35% (n = 360,000); AID 602229;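 active means inhibition above the mean of all tested compounds plus 3 SD, cut at about 70% in these data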;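 further: 0% = DMSO with NR2E3 transfected cells and 100% = cells lacking NR2E3 construct; higher means lower luciferase signal from less NR2E3 corepressor binding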
KKLEB tox – reduces viability of KKLEB cystic fibrosis airway cells | actives 0.36% (n = 360,000) | KKLEB CF airway cells viability, ATPlite luminescence, overnight; hits give low values; cells stimulated with P. aeruginosa culture filtrate | AID 602141 | activity change (cytotoxicity), % at 5 µM;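 active means corrected activity change at or below -50% at 5 µM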
CF NFkB inh – inhibitors of cystic fibrosis induced NF-kB | KKLEB NF-kB-GFP reporter, PAF-induced, GFP fluorescence overnight | inhibition, % at 5 µM | actives 0.86% (n = 360,000) | AID 588850;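 active means at least 50% inhibition at 5 µM, scaled per plate between neutral and stimulator controls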;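 further: PAF is a Pseudomonas aeruginosa culture filtrate used as stimulus; plate controls were PAF-stimulated DMSO wells for no effect and unstimulated DMSO wells for full effect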
CaV13 FRET inh – Primary screen for inhibitors of IQ motif and Ca2+-dependent inactivation inhibitor domain binding in CACNA1D, Förster resonance energy transfer in living cells, …; HEK cells, CFP/YFP FRET ICDI-IQ, plate reader, 10 min; percent FRET-ratio fall versus neutral wells; inhibition, % at 12.3 µM; actives 0.098% (n = 340,000);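 active means mean replicate inhibition of at least 30% and at least 1% of replicates passing that level; inconclusive means only one of the two criteria is met; inactive means neither criterion is met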;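 further: 0% = median of the neutral control wells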
HIF-2a inh – inhibitors of HIF-2a; inhibition, % at 18.8 µM; actives 0.72% (n = 360,000); 786-0 RCC cells HIF-2a reporter, luciferase luminescence, overnight;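 active means inhibition of the luminescence signal of 40% or more relative to plate controls, in a single-dose primary screen at 18.75 µM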
PDI inh – inhibitors of human protein disulfide isomerase; AID 588391; actives 0.052% (n = 350,000); PDI insulin aggregation turbidity, A650, 90 min; inhibition, % at 10 µM;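 active means mean inhibition across replicates of 30% or more, whatever share of single replicates reach that level; inconclusive means mean inhibition below 30% while every single replicate reaches 30%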;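 further: absorbance from insulin aggregation driven by PDI reduction with DTT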
Target sequence (P07237 whole entry, looked up): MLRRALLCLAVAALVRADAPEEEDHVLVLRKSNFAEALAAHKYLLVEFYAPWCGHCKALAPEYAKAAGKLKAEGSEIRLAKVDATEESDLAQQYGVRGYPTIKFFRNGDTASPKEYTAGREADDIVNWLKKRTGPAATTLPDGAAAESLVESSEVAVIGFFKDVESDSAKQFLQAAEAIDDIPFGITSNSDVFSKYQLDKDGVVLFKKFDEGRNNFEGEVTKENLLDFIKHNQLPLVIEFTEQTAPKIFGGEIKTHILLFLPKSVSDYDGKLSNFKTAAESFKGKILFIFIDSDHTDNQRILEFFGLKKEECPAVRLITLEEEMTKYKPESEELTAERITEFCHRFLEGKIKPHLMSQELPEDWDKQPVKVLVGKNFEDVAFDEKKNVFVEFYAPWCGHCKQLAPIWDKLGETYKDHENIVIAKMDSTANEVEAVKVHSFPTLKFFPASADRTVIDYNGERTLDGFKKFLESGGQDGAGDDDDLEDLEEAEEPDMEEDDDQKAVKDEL
* = called active by the depositor; ? = inconclusive; nt = no result given.

SMILES	MITF TRPM1 inh	Vif imaging	Peg3 prom inh	NR2E3 ag-1	Shn3 inh set2	NR2E3 ag-2	KKLEB tox	CF NFkB inh	CaV13 FRET inh	HIF-2a inh	PDI inh
CC(OC(=O)c1n[nH]c2ccccc12)C(=O)NC1CCCCC1C (configuration not stated)	-14	-8	9	4	-5	-67	10	-7	-5	-5	-1
Cc1ccccc1C1c2[nH]c3ccccc3c2C[C@H]2C(=O)N(c3ccccc3C(=O)NCCN3CCOCC3)C(=O)N12 (some centres not stated)	25	?	9	6	-1	-18	6	-4	nt	9	nt
COc1cccc(NC(=O)c2cnsn2)c1	-58	1	-91	0	-21	28	0	14	nt	-131	-2
CCCCn1c(SCC(=O)NC2CC2)nnc1-c1ccncc1	-1	11	4	4	2	-2	15	-2	-1	22	9
CCOc1ccc(CC(=O)NCc2ccc3c(c2)cc(C)n3C)cc1	nt	-5	3	2	9	11	10	-17	-9	-3	nt
C=C(C)COc1ccc(-c2nc(N)ncc2Oc2ccccc2OC)c(O)c1	-27	nt	-7	0	-13	-25	-11	35	nt	-16	2
O=C(Nc1cccc(C(F)(F)F)c1)c1cccnc1N1CCN(c2ccccc2)CC1	-2	-11	27	3	13	11	-6	10	-9	8	-12
COc1ccc(NC2CCCN(C(=O)CCc3ccncc3)C2)cc1OC (configuration not stated)	2	-1	-15	-2	6	13	-5	4	-6	8	5
Cc1ccccc1CN1C(=O)C2(OCCCO2)c2ccccc21	-11	-3	4	-4	4	-32	1	-3	-8	4	-3
N#Cc1c(N)sc2c1CCCCCC2	-2	6	8	2	13	-15	3	12	-12	-12	-4
O=C(NCC1CCCO1)C1CCN(S(=O)(=O)c2cccc3nonc23)CC1 (configuration not stated)	-1	13	17	0	4	-5	4	3	-1	19	3
Cc1ccc(-n2cnn(-c3ccc([N+](=O)[O-])cc3[N+](=O)[O-])c2=O)cc1	-4	-7	-93	-4	10	-15	10	-13	-4	-227	3
COc1ccccc1CNC(=O)C1CCN(S(=O)(=O)c2ccc3c(c2)NC(=O)CO3)CC1	-7	2	3	3	3	-15	-16	-13	-2	8	-1
CC(C)CC(CO)N1CCN(C(=O)c2ccc(Cl)c(Cl)c2)CCC1=O (configuration not stated)	-7	-3	-4	1	4	-9	6	9	-10	23	-4
COCCNC(=S)N(CCc1c(C)[nH]c2ccc(F)cc12)Cc1cccs1	2	-13	34	0	0	0	-2	9	6	19	5
Cc1ccc(CC2S/C(=C(/C#N)C(=O)NCc3ccco3)N(c3ccccc3)C2=O)cc1 (configuration not stated)	5	-3	-8	0	12	17	-11	11	-9	9	6
Cc1ccc(NS(=O)(=O)c2ccccc2)c2c1CC(C)(C)O2	-1	-1	5	-1	6	-9	-4	-7	-5	0	-36
COc1ccc(C2=NOC(C(=O)Nc3ccc(C)cc3)C2)cc1OC (configuration not stated)	6	1	-8	0	14	11	-10	22	-4	3	5
CN(C)CCCn1c(NC(=O)C2CCCCC2)nc2ccccc21	-11	10	-12	1	-4	-13	0	-1	-4	7	6
C=CCNC(C(=O)Nc1cccc(OC)c1)c1ccccc1 (configuration not stated)	5	10	6	-3	7	-24	3	-2	-3	7	1
CCN(CC)c1ccc(/C=N/N2CCOCC2)c(O)c1	-113	-1	-201	-5	-74	1	-9	-3	-6	-202	-3
CC(=O)OC1C([N+]2(C)CCCCC2)C[C@H]2C3CC[C@H]4C[C@H](OC(C)=O)C([N+]5(C)CCCCC5)CC4(C)[C@H]3CCC12C (some centres not stated)	1	-11	9	1	46	-4	19	-4	-5	-8	1
COc1cccc(C(=O)NC23CC4CC(CC(C4)C2)C3)c1	-17	3	-61	2	-31	-33	-4	-27	-2	-87	-7
O=C(O)c1ccccc1C(=O)NCc1ccc2c(c1)OCO2	3	-3	-6	3	-7	24	7	10	-5	9	10
O=C(Nc1nccs1)[C@@H]1CCCN1S(=O)(=O)c1ccc(Cl)cc1	14	8	2	nt	13	-9	12	3	-6	2	1

Arranged by heavy-atom count (falling): some entries from above
SMILES	MITF TRPM1 inh	Vif imaging	Peg3 prom inh	NR2E3 ag-1	Shn3 inh set2	NR2E3 ag-2	KKLEB tox	CF NFkB inh	CaV13 FRET inh	HIF-2a inh	PDI inh
O=C(NCC1CCCO1)C1CCN(S(=O)(=O)c2cccc3nonc23)CC1 (configuration not stated)	-1	13	17	0	4	-5	4	3	-1	19	3
CC(OC(=O)c1n[nH]c2ccccc12)C(=O)NC1CCCCC1C (configuration not stated)	-14	-8	9	4	-5	-67	10	-7	-5	-5	-1
CCCCn1c(SCC(=O)NC2CC2)nnc1-c1ccncc1	-1	11	4	4	2	-2	15	-2	-1	22	9

(list continues)
SMILES	MITF TRPM1 inh	Vif imaging	Peg3 prom inh	NR2E3 ag-1	Shn3 inh set2	NR2E3 ag-2	KKLEB tox	CF NFkB inh	CaV13 FRET inh	HIF-2a inh	PDI inh
O=C(N/N=C/c1ccc(OC(F)F)cc1OC(F)F)c1ccc(Br)cc1	-15	3	8	-1	11	-24	-2	9	-5	8	16
Clc1ccc(OCc2nn3c(-c4ccco4)nnc3s2)cc1	-22	6	-17	-3	-4	-12	1	7	-3	-2	-7
COc1ccccc1CNC(=O)c1sccc1-c1ccccc1	7	-6	5	2	4	-7	-2	5	-4	12	-12
COc1ccc(CCNC(=O)c2cnc(Cl)c(Cl)c2)cc1	1	9	-9	0	-6	-45	-7	-8	-20	17	8
CCn1cc(CN2CCC(n3nccc3NC(=O)c3cccc(F)c3)CC2)c(C)n1	10	2	-1	5	12	-2	-6	18	-6	4	9
Cc1ccc(C(=O)NNC(=O)CNc2cccc(Cl)c2)cc1	10	5	2	3	4	-26	2	3	1	17	1
Cc1ccc(S(=O)(=O)c2cc3c(=O)n4ccccc4nc3n(C)c2=N)cc1	-7	0	9	4	-8	0	5	10	80*	10	-2
CCOC(=O)N1CCN(S(=O)(=O)c2ccc(C)cc2)C1	9	4	3	0	26	16	-23	-1	3	10	-4
Cc1ccc(S(=O)(=O)Oc2ccc3ccc(O)cc3c2)cc1	-15	-2	-50	-3	-12	-50	4	0	-20	-126	-2
CC(=O)NC(CCCN1C(=O)c2ccccc2C1=O)c1nnn(C)n1 (configuration not stated)	5	1	10	2	12	-4	2	2	-5	19	-7
CC(C)CCNC(=O)C1CCN(S(=O)(=O)c2ccc3nc4c(c(C(=O)O)c3c2)CCCCC4)CC1	2	-9	-1	0	-13	-11	-11	11	-3	11	-7
COc1cccc(OC)c1OCCOCCn1cnc2ccccc2c1=O	11	-7	7	4	7	-12	-1	7	-5	-1	-17
CCc1ccccc1-n1ncc(C(=O)Nc2ccccc2OC)c1C	-10	3	5	0	-2	-24	-4	2	-2	9	10
COc1ccc(NC(=O)C(c2ccc(C)cc2)N(C)C(=O)c2cnccn2)cc1 (configuration not stated)	6	6	9	-2	7	-22	6	-12	nt	14	4
Cc1ccc(NC(=O)N2CCCn3c(SCC(=O)c4ccccc4)nnc32)cc1	nt	1	0	0	3	-11	-24	-7	-17	-1	-6
CCCCn1nc2cc(C(=O)NCC3CC3)ccc2c1OCC	3	-2	5	1	4	16	-12	23	-5	-5	-4
CC1CCCCN1C(=O)Nc1ccccc1Cl (configuration not stated)	2	-24	4	5	30	-40	-3	17	-5	11	16
COc1ccc(-c2csc3ncn(-c4cccc(C)c4)c(=O)c23)cc1OC	-5	-7	32	-1	2	18	-4	10	-3	41*	0
COc1ccc2nc(SCC(=O)Nc3ccccc3C)[nH]c2c1	-4	-7	-68	0	-7	-14	1	1	-5	-5	0
COc1ccc(CSc2nnc(NC(C)=O)s2)cc1[N+](=O)[O-]	-14	-1	13	nt	-1	27	-4	15	-4	6	0
O=C(CCC1CCCCC1)NCCS(=O)(=O)N1CCN(c2ccc(F)cc2)CC1	3	-8	14	-3	22	5	6	5	nt	5	3
CCOC(=O)c1c(C)[nH]sc1=S	1	-1	15	nt	-15	-25	-1	-1	nt	21	8
OCCCCNCc1ccc(OCc2ccccc2Cl)cc1	-44	17	-55	-1	-38	-16	-5	10	-5	-69	-7
COc1ccc(OC)c(CCNC(=O)CN2C(=O)COc3ccc(S(=O)(=O)N4CCOCC4)cc32)c1	10	14	-15	1	1	3	-7	29	-3	-4	5
CCCCNC(=O)CNC(=S)N(Cc1ccc(C)cc1)Cc1ccco1	2	4	13	2	-1	4	7	-9	-19	19	3
CCNS(=O)(=O)c1ccc(NC(=O)c2ccccc2OCC)cc1	16	-7	-9	2	7	0	6	-21	-9	-9	0
COc1cc(C(=O)NC(=S)Nc2cccc(-c3cc4ccccc4oc3=O)c2)cc(OC)c1OC	-7	2	8	0	10	-5	-5	2	nt	13	6
O=C1OCCC1Sc1nnnn1-c1ccc(Cl)cc1 (configuration not stated)	19	-4	22	-3	-15	-37	2	-14	-7	39	2

Profiles from above:
Entry for OCCCCNCc1ccc(OCc2ccccc2Cl)cc1 : MITF TRPM1 inh: -44; Vif imaging: 17; Peg3 prom inh: -55; NR2E3 ag-1: -1; Shn3 inh set2: -38; NR2E3 ag-2: -16; KKLEB tox: -5; CF NFkB inh: 10; CaV13 FRET inh: -5; HIF-2a inh: -69; PDI inh: -7
Entry for COc1ccc2nc(SCC(=O)Nc3ccccc3C)[nH]c2c1 : MITF TRPM1 inh: -4; Vif imaging: -7; Peg3 prom inh: -68; NR2E3 ag-1: 0; Shn3 inh set2: -7; NR2E3 ag-2: -14; KKLEB tox: 1; CF NFkB inh: 1; CaV13 FRET inh: -5; HIF-2a inh: -5; PDI inh: 0

Fetched by structure from above:
SMILES	MITF TRPM1 inh	Vif imaging	Peg3 prom inh	NR2E3 ag-1	Shn3 inh set2	NR2E3 ag-2	KKLEB tox	CF NFkB inh	CaV13 FRET inh	HIF-2a inh	PDI inh
Cc1ccc(C(=O)NNC(=O)CNc2cccc(Cl)c2)cc1	10	5	2	3	4	-26	2	3	1	17	1
CC(=O)NC(CCCN1C(=O)c2ccccc2C1=O)c1nnn(C)n1 (configuration not stated)	5	1	10	2	12	-4	2	2	-5	19	-7
CCOC(=O)c1c(C)[nH]sc1=S	1	-1	15	nt	-15	-25	-1	-1	nt	21	8
COc1ccc(NC(=O)C(c2ccc(C)cc2)N(C)C(=O)c2cnccn2)cc1 (configuration not stated)	6	6	9	-2	7	-22	6	-12	nt	14	4
